ALDH1A1 inh: blocks purified human ALDH1A1 activity; Potency, µM (series often up to 75.3 µM), for the others: at the top dose activity, negative = inhibition, usual class: inhibitors; 220,000 tested, 7.3% active; P00352; Purified ALDH1A1, NADH fluorescence, propionaldehyde substrate; active = well fitted inhibition curve with a large enough effect, not every such curve was filed as active; inconclusive = small, poorly fitted or top-dose-only effect, or another doubt; inactive = no such curve, though single readings can be large or run the other way;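 also: plate controls were no enzyme wells and a reference inhibitor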
aGal spleen mod: inhibitors or activators of human alpha-galactosidase in spleen homogenate. 240,000 tested, 0.008% active. P06280. human spleen homogenate, 4MU-alpha-Gal fluorescence, 40 min. Potency, µM (highest dose often 80 µM), without a hit: at the top dose activity change, negative = inhibition, actives largely listed as inhibitors;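 also: 0% = enzyme with vehicle and -100% = no enzyme basal signal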
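Inhibition or activation of alpha-galactosidase in human spleen homogenate is scored by 4-MU fluorescence after 40 min at 37C, pH 5.0, with 1 mM substrate. AC50s come from concentration-response fitted to the Hill equation.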
GAA inh: inhibitors of human lysosomal alpha-glucosidase. P10253. purified human GAA, 4-MU-alpha-glucoside fluorescence. Potency, µM (titrated, usually from 76.9 µM), without a hit: top-dose activity change, negative = inhibition, most hits filed as inhibitors. 200,000 tested, 0.005% active. AID 1466;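 also: plate controls were uninhibited enzyme wells for no effect and no-enzyme background for full effect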
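AC50 values come from Hill fits of compound titrations (up to 77 uM) against 4 nM human enzyme. Substrate 4-methylumbelliferyl-alpha-D-pyranoside at 400 uM, pH 5.0 citrate buffer, 20 min room temperature; fluorescence Ex 365/Em 440 after alkaline stop.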
GoLoco inh red: inhibitors of human Gai1-RGS12 GoLoco interaction (red fluorophore); P63096; Gai1:RGS12 GoLoco peptide FP, rhodamine, 10 min; Potency, µM (titrated, usually from 61.6 µM), inactives show at the top dose activity, negative = inhibition, usual class: inhibitors; 230,000 tested, 0.44% active; AID 880; active = well fitted inhibition curve with a large enough effect, not every such curve was filed as active; inactive = no such curve, though single readings can be large or run the other way; also: % is scaled to controls: 0 for no effect and ±100 for the full control effect; nearly all actives have a fitted effect of over 30% in size; many of its hits are not listed in these tables
Target sequence (P63096 whole entry, looked up): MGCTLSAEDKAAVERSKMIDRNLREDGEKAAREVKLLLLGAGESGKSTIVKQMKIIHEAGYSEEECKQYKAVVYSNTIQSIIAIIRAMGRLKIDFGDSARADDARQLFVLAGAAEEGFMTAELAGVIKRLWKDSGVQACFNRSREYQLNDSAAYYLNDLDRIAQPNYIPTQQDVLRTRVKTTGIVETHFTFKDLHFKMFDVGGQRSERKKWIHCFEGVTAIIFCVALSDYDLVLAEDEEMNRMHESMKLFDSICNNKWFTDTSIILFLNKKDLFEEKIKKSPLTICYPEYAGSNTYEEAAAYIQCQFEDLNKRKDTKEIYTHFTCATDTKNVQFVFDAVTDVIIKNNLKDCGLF
JMJD2E inh: inhibitors of human JMJD2E histone demethylase; B2RXH2; JMJD2E catalytic domain, FDH-coupled NADH fluorescence (FDH is formaldehyde dehydrogenase); Potency, µM (doses to about 57.1 µM), inactives show top-dose activity change, negative = inhibition, most hits filed as inhibitors; 230,000 tested, 1.6% active; active = well fitted inhibition curve with a large enough effect, not every such curve was filed as active; inconclusive = small, poorly fitted or top-dose-only effect, or another doubt; inactive = no such curve, though single readings can be large or run the other way;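 also: 0% = wells with enzyme and -100% = buffer wells without enzyme; nearly all actives have a fitted effect of over 50% in size; many of its hits are not listed in these tables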
Target sequence (B2RXH2 1-337 limits assumed): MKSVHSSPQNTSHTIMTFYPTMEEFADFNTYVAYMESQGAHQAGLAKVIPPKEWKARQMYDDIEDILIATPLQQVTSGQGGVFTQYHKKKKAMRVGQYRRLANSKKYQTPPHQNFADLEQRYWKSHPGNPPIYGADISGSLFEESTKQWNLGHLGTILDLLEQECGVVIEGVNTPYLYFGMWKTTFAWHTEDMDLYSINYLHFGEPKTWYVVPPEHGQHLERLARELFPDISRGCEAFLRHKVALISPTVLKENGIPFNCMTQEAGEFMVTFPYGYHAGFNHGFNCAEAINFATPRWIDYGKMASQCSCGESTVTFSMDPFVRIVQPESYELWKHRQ
SMN2 splice up: SMN2 splice variant enhancement; HEK293 SMN2-luciferase splicing reporter, luminescence, 30-36 h; Potency, µM (doses to about 46.1 µM), for inactives: at the top dose activity change, positive = activation, usual class: activators; 210,000 tested, 2.8% active; also: % of control where 0% means no effect; nearly all actives have a fitted effect of over 55% in size
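qHTS luciferase splicing reporter: luminescence rises when SMN2 exon 7 is included in transfected HEK293 cells. Compound exposure lasted 30-36 h at 37C, with 4.5 mM final sodium butyrate as control, followed by a ONE-Glo read.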
aGlu spleen mod: inhibitors or activators of human alpha-glucosidase in spleen homogenate; AID 2112; Potency, µM (series often up to 79.9 µM), for inactives: at the highest dose activity change, negative = inhibition, usual class: inhibitors; human spleen homogenate, 4-MU-alpha-glucoside fluorescence; 240,000 tested, 0.006% active; P10253;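 also: 0% = enzyme with vehicle and -100% = no enzyme basal signal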
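Enzyme source: human spleen homogenate, 1 ug/well. Buffer 50 mM citric acid/K phosphate pH 5.0, 0.01% Tween-20. 4-MU-alpha-glucoside 1 mM; 37 C x 40 min; NaOH/glycine stop; fluorescence.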
GAA glycogen: alters human alpha-glucosidase cleavage of glycogen; P10253; recombinant GAA, glycogen substrate, Amplex Red glucose oxidase fluorescence; Potency, µM (highest dose often 76.4 µM), without a hit: at the highest dose activity change, negative = inhibition, usual class: inhibitors; 300,000 tested, 0.38% active;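 also: 0% = full enzyme reaction and -100% = no-enzyme basal signal; the screen sought inhibitors and activators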
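Recombinant enzyme (4 nM final) with compounds titrated up to 77 uM and bovine liver glycogen (30 ug) in citrate pH 5.0, 0.01% Tween-20, 37 C 40 min. Released glucose detected by Amplex Red/glucose oxidase (Ex 573/Em 610); AC50 from Hill fits.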
Active calls of the source: *; u = inconclusive; x = not tested or not shown; & = joins results of further samples; ! = not active in a repeat; [ ] = dose if it differs, or a comment. Unless noted, calls follow the shape of the dose curve; as a rule, active = well fitted curve in the direction sought with a large enough effect; inconclusive = small, poorly fitted or top-dose-only effect, or another doubt; inactive = no such curve, though single readings can be large; an effect the other way counts as inactive or inconclusive. Potency is read from the fitted curve at half-maximal effect. These rows are one share of the data, so the mix of outcomes need not match the whole.

ALDH1A1 inh	SMN2 splice up	GAA inh	aGlu spleen mod	JMJD2E inh	GAA glycogen	aGal spleen mod	GoLoco inh red	molecule
-11%	2%	-10%	4%	-3%	u	-4%	-6%	COc1ccc(N(CC(=O)Nc2nc3ccc(C)cc3s2)S(=O)(=O)c2c(C)nn(C)c2C)cc1
10%	1%	4%	-14%	6%	0%	1%	13%	O=C1Nc2cc(Cl)c(Cl)cc2N(O)N1c1ccc(Cl)cc1
u	x	u	-6%	u	-11%	6%	15%	CCOc1ccc(N2C(=O)C3ON(c4ccccc4)C(c4cccs4)C3C2=O)cc1 (configuration not stated)
2%	-18%	-5%	-5%	10%	-2%	-6%	4%	Cc1cccc(NC(=O)c2ccccc2OCC(=O)c2ccc(F)cc2)c1
5%	2%	2%	0%	2%	-1%	-2%	2%	COc1ccc(C(CNC(=O)COc2ccccc2OC)N(C)C)cc1OC (configuration not stated)
u	-51%[inhibitor]	0%	0%	8%	9%	-1%	11%	CN1C(=O)c2cccc(NCCCCCCN3C(=O)c4ccccc4C3=O)c2C1=O
-6%	-24%	-5%	-2%	-3%	24%	-3%	-3%	O=C(O)c1ccc(-c2ccco2)n1Cc1ccccc1
u	-4%	-3%	-6%	1%	0%	6%	0%	CCN(CC)S(=O)(=O)c1ccc2[nH]c(=O)cc(C(=O)Nc3ccc(C)c(S(=O)(=O)N(CC)CC)c3)c2c1
1%&8%&-1%&1%	0%&-17%&5%&-25%	1%	-6%&4%&6%&-6%&3%	7.1µM*!	u	-2%&2%&2%&-5%&5%	4%&5%&10%&10%&6%	Nc1ccc(C(=O)O)c(O)c1
x	x	x	-5%	-3%	9%	-8%	4%	CCCCCCCCNC1=CC(=O)CC(C)(C)C1
-2%	10%	-8%	-5%	u	-13%	-3%	-1%	Cc1ccc(OCc2nnc(SCC(=O)CC(=O)Nc3ccccc3)o2)cc1
4%	15%	-4%	-9%	-4%	1%	16%	-2%	Cc1c(/C=N/n2cnnc2)c2ccccc2n1C
u	x	1%	-6%	4%	5%	-2%	x	C=CCNC(=S)N1CCN(c2ccc([N+](=O)[O-])cc2)CC1
u	u	2%	-1%	2%	-4%	-1%	-4%	COc1ccccc1Cn1c(/C=C/c2ccccc2)nc2ccccc21
15%	18%	-3%	-1%	5%	-6%	3%	-17%	C(#CCN1CCOCC1)COCCOC(c1ccccc1)c1ccccc1

ALDH1A1 inh	SMN2 splice up	GAA inh	aGlu spleen mod	JMJD2E inh	GAA glycogen	aGal spleen mod	GoLoco inh red	molecule
-2%	16µM*	7%	-5%	u	6%	-11%	17%	Clc1ccccc1OCc1nnc(-c2ccccc2)o1
3%	12%	5%	-1%	4%	-8%	-1%	12%	COC(=O)c1cn(NC(=O)c2ccc([N+](=O)[O-])cc2Cl)c(=O)c2ccccc12
x	x	x	2%	9%	5%	0%	1%	FC(F)(F)c1nc2ccccc2[nH]1
u	4%	-10%	14%	4%	-6%	9%	4%	O=C(CSc1ncccc1C(=O)O)c1ccccc1
u	13µM*	-6%	-7%	-3%	-1%	-5%	7%	CC(C)OC(=O)c1ccc(NC(=O)c2ccccc2)cc1
6%	-5%	4%	-2%	-27%	2%	2%	-1%	COc1cccc(/C=C2\SC(=O)N(CCC(=O)NNC(=O)c3cccc(Cl)c3)C2=O)c1
u	x	-9%	-26%	-4%	2%	-1%	12%	CC(=O)c1ccc(N2CCN(S(=O)(=O)c3cccc4nonc34)CC2)cc1
-5%	-18%	-4%	-9%	u	-4%	u	8%	CCOc1cc(C(=O)N2CCc3cc(OC)c(OC)cc3C2)ccc1OC(F)F
-9%	0%	-12%	5%	4%	u	10%	0%	CCC1CCCCN1C(=O)CSc1nc(N)c(NC(=O)c2ccc(OC)c(OC)c2)c(=O)[nH]1 (configuration not stated)
u	-93%[inhibitor]	-7%	0%	28µM*	-12%	8%	13%	COc1cccc(/C=N/Nc2nc3ccccc3n3cnnc23)c1O
-12%	0%	1%	-20%	-1%	1%	-13%	5%	CC(=O)c1cccc(NC(=O)c2cc(-n3cnnc3)ccc2Cl)c1
14µM*	-9%	-34%	-10%	2%	2%	-7%	3%	COc1cc(C(=O)O/N=C2\C=CC(=O)C(C)=C2)cc(OC)c1OC
17%	-3%	1%	-6%	4%	12%	-6%	3%	Cc1ccc(Sc2ccc(C(=O)NC(C)C)cc2[N+](=O)[O-])cc1
1%	71%	-6%	-3%	5%	-1%	-3%	-6%	C=CCNc1nc2c(c(=O)[nH]c(=O)n2C)n1CCCCC
x	x	x	3%	-9%	2%	-4%	11%	O=C1COc2ccc(C(=O)COC(=O)c3ccco3)cc2N1

Ordered by the number under GAA glycogen (lowest first): some entries from above
ALDH1A1 inh	SMN2 splice up	GAA inh	aGlu spleen mod	JMJD2E inh	GAA glycogen	aGal spleen mod	GoLoco inh red	molecule
u	4%	-10%	14%	4%	-6%	9%	4%	O=C(CSc1ncccc1C(=O)O)c1ccccc1
-5%	-18%	-4%	-9%	u	-4%	u	8%	CCOc1cc(C(=O)N2CCc3cc(OC)c(OC)cc3C2)ccc1OC(F)F
u	13µM*	-6%	-7%	-3%	-1%	-5%	7%	CC(C)OC(=O)c1ccc(NC(=O)c2ccccc2)cc1
x	x	x	2%	9%	5%	0%	1%	FC(F)(F)c1nc2ccccc2[nH]1

The listing continues.
ALDH1A1 inh	SMN2 splice up	GAA inh	aGlu spleen mod	JMJD2E inh	GAA glycogen	aGal spleen mod	GoLoco inh red	molecule
0%	x	0%	-2%	0%	-1%	4%	10%	O=C(c1nc2ccccn2c1CN1CCCC(OCc2ccccc2)C1)N1CCCC1 (configuration not stated)
u	x	-6%	-6%	-14%	2%	1%	1%	COc1cc(NC(=O)Cn2ccsc2=N)cc(OC)c1
5%	-2%[1.84 µM]	-9%	-10%	16%	13%	-1%	-3%	O=C(Nc1nc(-c2ccc(F)c(F)c2)cs1)c1cc([N+](=O)[O-])ccc1N1CCOCC1
13%	x	-3%	-8%	4%	5%	-4%	2%	COC(=O)c1c(N)nc(C)n1-c1ccc(OC)cc1
1%	10%	-7%	0%	3%	2%	-2%	-5%	C/C(=C\c1ccccc1)C(=O)Nc1nc2ccc([N+](=O)[O-])cc2s1
u	-116%[inhibitor]	x	9%	4%	x	14%	-29%	COc1c(-c2coc3cc4c(cc3c2=O)CC(O)C(C)(C)O4)ccc2c1C=CC(C)(C)O2 (configuration not stated)
x	x	x	2%	-4%	-7%	-1%	0%	NCCNC(=O)Cc1cccc(NC(=O)Cc2ccc(Nc3ncnc4c3ncn4[C@@H]3O[C@H](CO)[C@@H](O)[C@H]3O)cc2)c1
-15%	-4%	-2%	1%	4%	9%	4%	-3%	Cc1ccccc1NC(=O)CSCCO
u	4%	6%	6%	u	18%	2%	9%	Fc1ccc(/C=N/Nc2nnnn2-c2ccccc2)cc1
7.9µM*	u	0%	-1%	-2%	-26%	4%	-16%	CCN(CC)c1ccc(NC(=O)CN2CCN(c3nc(C)cc(C)n3)CC2)cc1
-5%	-78%[inhibitor]	-1%	7%	0%	-7%	1%	-28%	COc1ccc(/C=N/OCC(=O)NC(c2ccccc2)c2ccccc2)cc1OC
7%	8%	-4%	-2%	1%	7%	4%	-9%	O=C1CS/C(=N\c2ccccn2)N1C1CCCCC1
u	-13%	-6%	9%	8%	u	11%	-4%	COc1ccc(C(=O)Nn2cnnc2)cc1
-7%	2%	-2%	3%	-22%	6%	-13%	-17%	N#CCCCCn1c(-c2cncs2)nc2ccccc21
4%	4%	3%	8%	6%	-12%	5%	-11%	C=CCN1C(=O)C2C(C(=O)NCc3ccccc3)C3(C)C=CC2(O3)C1C(=O)NC(C)(C)C (configuration not stated)

ALDH1A1 inh	SMN2 splice up	GAA inh	aGlu spleen mod	JMJD2E inh	GAA glycogen	aGal spleen mod	GoLoco inh red	molecule
0%	-17%	-11%	-10%	-3%	2%	-12%	-3%	Cc1cc(C)cc(-n2nnnc2-c2cn(C)nc2C(F)(F)F)c1
-9%	-78%[inhibitor][1.84 µM]	4%	-7%	-3%	1%	-2%	-3%	C/C(=N\OCC(=O)Nn1c(=O)[nH]c2ccccc2c1=O)c1ccccc1
u	x	-1%	-2%	-26%	-8%	-4%	-3%	O=C(CSc1nc2scc(-c3ccco3)c2c(=O)n1-c1ccccc1)N1CCOCC1
u	17%	0%	3%	-9%	-5%	8%	-2%	Cc1cc(C)n(-c2nc3ccccc3nc2N2CCC(C)CC2)n1
x	x	x	0%	-7%	-6%	-1%	-2%	FC(F)(F)c1cccc(OCC2CNC(=S)O2)c1 (configuration not stated)
u	-10%	11%	8%	u	4%	17%	-1%	CCOC(=O)Cc1csc(/N=C/c2c(O)n(-c3ccccc3C(F)(F)F)c(=O)c3ccccc23)n1
2%	11%	-7%	0%	-1%	-7%	3%	11%	Cc1cccc(NC(=S)NCCc2c[nH]c3ccccc23)c1
7%	-1%	3%	1%	2%	16%	2%	-2%	C=CCN(C)CCCNC(=O)/C=N/O
u	11µM*	-14%	-1%	u	15%	-9%	16%	O=C(/C=C/c1cnc2ccccc2n1)NC1CCCCCC1
-2%	-50%[inhibitor]	-8%	-9%	12%	-10%	-11%	2%	CCn1c(SCCC(C)C)nnc1-c1c[nH]c2ccccc12
-7%	x	7%	4%	4%	-8%	2%	8%	Cc1cccc(C2c3[nH]c4ccccc4c3CCN2C(=O)CN2CCOC2=O)n1 (configuration not stated)
-12%	-6%	-2%	2%	5%	2%	4%	-4%	O=C(Cc1ccc(Cl)cc1)c1c[nH]c(C(=O)NCCCn2ccnc2)c1
u	-14%	-3%	0%	-18%	u	-1%	-3%	CCOC(=O)N1CCN(c2c(N3CCN(c4ccc(OC)cc4)CC3)c(=O)c2=O)CC1
u	1%	2%	3%	-8%	3%	2%	-2%	CCOc1ccc(C(=O)CSCCC(=O)O)cc1
